Screening results from PubChem.
PGC1a acetyl inh: inhibitors of PGC1a acetylation signal, primary screen, cell-based, U2OS, AlphaScreen, inhibitor mode; AlphaScreen anti-acetyl-lysine; with virally co-expressed GCN5 acetyltransferase; inhibition, % at 15.6 µM; 0.17% of 350,000 active; AID 651687, 2012;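 active = every replicate shows inhibition of at least 40%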;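 note: 0% = neutral control wells and 100% = positive control wells; some results beyond the cut were filed as inactive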
Cneo AK release: Cryptococcus neoformans cell lysis inducers, primary screen, AK release luminescence, single concentration; C. neoformans lysis, adenylate kinase release luminescence, 4 h; normalised: neutral wells 0, clomiphene wells 100; lysis activity, % at 15 µM; 0.2% of 360,000 active; AID 651654, 2012;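 active = mean lysis activity across replicates of at least 80%, whatever share of replicates individually reach that level; inactive = mean lysis activity below 80%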
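Schedule: static 4 h at 37 °C with compound, 1 h detection; system: C. neoformans cells; benchmarks: Clomiphene as positive control; buffer or medium: fresh YPD medium; measure: luminescence rise reflecting yeast cell lysis; measured by: luminescent adenylate kinase detection reagent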
ARNT-TACC3 inh: disruptors of ARNT/TACC3 protein interaction, primary screen, biochemical, AlphaScreen, single concentration; AlphaScreen His-ARNT PAS-B/GST-TACC3 binding, luminescence; TACC3 fragment carries E629A point mutation; inhibition, % at 9.99 µM; 0.66% of 390,000 active;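 active = mean inhibition of replicates at least 50% and at least half of replicates each reaching 50%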;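 note: 0% = complete ARNT plus TACC3 wells and 100% = ARNT alone without TACC3; many hits fall short of the cut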
PAX8 inh HTS: inhibitors of PAX8-driven TPO luciferase reporter, primary screen, RMG-I cells, single concentration; SteadyGlo, 24 h; inhibition, % at 12.6 µM; 1.2% of 360,000 active;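 active = mean replicate inhibition at least 60% with every replicate also reaching 60%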;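 note: luciferase light reporting Pax8 driven TPO promoter activity; plate controls were median of neutral control wells for no effect and mitoxantrone controls for full effect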
Statin myotox sup: suppressors of statin myotoxicity in C2C12 myotubes, primary screen, cell-based, single point, plate reader | C2C12 myotubes + simvastatin, ATP luminescence, 48 h; scaled: DMSO 0, geranylgeraniol control 100 | rescue of ATP level, % at 7.49 µM | 0.78% of 330,000 active;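 active = mean ATP rescue above about 67%, or every replicate alone reaching that limit, limit read from the data, passing the limit was not always enough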;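 note: myotubes were challenged with 10 µM simvastatin during compound exposure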
INS-1E GSIS act: GLuc luminescence reporter in INS-1E cells, primary screen for activators of glucose-dependent secretion of insulin; 0.61% of 370,000 active; INS-1E GLuc reporter insulin secretion, 2-3 h; activation, % at 16.6 µM;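 active = lowest replicate activation of at least 40%, so every replicate reaches that level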;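 note: 0% = median of neutral control wells and 100% = median of IBMX positive control wells; some compounds called inactive have numbers as strong as hits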
PglD DTNB: C. jejuni PglD acetyltransferase inhibitors, primary screen, biochemical, DTNB colorimetric, single point. UDP-N-acetylbacillosamine N-acetyltransferase PglD (Campylobacter jejuni). purified PglD enzyme, DTNB colorimetric CoA detection. inhibition, % at 12.5 µM. 0.098% of 360,000 active. AID 602405, 2012; in the data active = inhibition above about 16%, passing the limit was not always enough; note: strong numbers were not always called active
LGR2 inh: inhibitors of bursicon-induced LGR2 CRE-luciferase signal, primary screen, cell-based, HEK293, CRE-luciferase reporter, bursicon stimulation | Drosophila bursicon receptor LGR2 (rickets) | bursicon-stimulated, 4 h | inhibition, % at 9.99 µM | 0.35% of 380,000 active;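 active = drop in luminescence signal, shown as inhibition above about 50% in the replicate tests, limit read from the data, passing the limit was not always enough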;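 note: agonist challenge used bursicon conditioned medium at about half maximal strength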
Active calls of the source: *; . = not tested or not shown; & = joins results of further samples.

SMILES | PGC1a acetyl inh | Cneo AK release | ARNT-TACC3 inh | PAX8 inh HTS | Statin myotox sup | INS-1E GSIS act | PglD DTNB | LGR2 inh
COc1ccc([C@H](OC)[C@@]2(Cc3ccc(O)cc3)N=C(N)N(C)C2=O)cc1 | . | 0 | -3 | -2 | 3 | 35 | -3 | -7
O=C(COC(=O)C12CC3CC(CC(Br)(C3)C1)C2)NNC(=O)c1ccccc1 | 11 | 0 | -1 | 12 | -1 | -41 | -1 | 5
CO[C@H]1CN(C)C(=O)c2cc(NC(=O)Nc3cccc(F)c3)ccc2OC[C@H](C)N(C(C)=O)C[C@H]1C | 8 | -1 | 28 | . | -18 | -24 | 1 | -4
O=C1c2ccccc2C(=O)N1c1ccccc1 | -1 | -5 | 0 | . | 6 | 13 | 1 | -16
Cn1cnc(S(=O)(=O)N2CCCCN3[C@H](CO)[C@@H](c4ccc(C#CC5CC5)cc4)[C@@H]3C2)c1 | -4 | 1 | 4 | 0 | . | . | -2 | .
COc1ccc2c(c1)C(=O)[C@@H](O)[C@H](c1ccc(OC)c(Br)c1)O2 | . | -3 | 17 | . | -9 | . | 6 | .
O=C(NCC[C@@H]1CC[C@@H](NC(=O)c2ccccc2F)[C@@H](CO)O1)c1ccc2c(c1)OCO2 | -2 | 1 | -16 | 13 | 5 | 13 | 2 | 2
COC(=O)[C@@H](NC(=O)c1ccc2c(c1)S(=O)(=O)c1ccccc1C2=O)C(C)C | -2 | 2 | -7 | 7 | 2 | 11 | -1 | -8
Cc1ccccc1S(=O)(=O)N[C@@H]1CC[C@@H](CCn2cc(Cc3ccccc3)nn2)O[C@@H]1CO | 1 | -2 | 15 | 14 | -6 | -12 | -2 | 1
Brc1ccc(-c2nnc(-c3cccnc3)o2)cc1 | . | . | -1 | -117 | . | -6 | . | -69
Cc1ccc(-c2nc3ncccc3o2)cc1NC(=O)COc1ccccc1 | -7 | 6 | -5 | . | -23 | 4 | 6 | -3
Cc1ccccc1C(=O)Nc1nnc(-c2ccco2)o1 | 3 | . | 62* | -50 | . | 4 | . | 9
O=C1NC(=O)/C(=C/c2ccc(-c3cccc([N+](=O)[O-])c3)o2)S1 | -4 | -2 | 12 | -12 | -34 | -9 | 1 | -14
CCS(=O)(=O)c1c(S(=O)(=O)CC)c2ccccn2c1C(N)=O | . | . | -7 | 2 | . | 6 | . | 35
Cc1ccccc1-n1c(SCC(=O)Nc2c(C)cccc2C)nc(O)cc1=O | 31 | 1 | 5 | -6 | -9 | 20 | 8 | 9
CCc1cc(C(=O)OC)c(NC(=O)CC2NCCNC2=O)s1 (stereo not drawn) | -9 | 2 | -22 | 4 | 28 | . | -2 | .
CCOCCn1c(=NC(=O)CSCC(=O)Nc2cc(C)on2)sc2cc(OC)ccc21 | . | 3 | -5 | 24 | 14 | 3 | 1 | -4
CCC(=O)N[C@@H]1CC[C@H](CC(=O)NCc2ccccc2OC)O[C@@H]1CO | 4 | -2 | -2 | -27 | 2 | 3 | 3 | -1
CCOC(=O)c1sc(-c2ccc(C(F)(F)F)cc2)nc1O | . | . | 5 | -6 | . | -16 | . | -1
CCNC(=O)C[C@@H]1CC[C@H]2[C@@H](COc3ccc(NC(=O)c4ccccc4)cc3C(=O)N2C)O1 | 3 | -1 | -2 | 12 | 15 | 0 | 0 | -7
COc1cccc(C2CC(c3cccs3)=NN2C(=O)CSc2nc3ccccc3o2)c1OC (stereo not drawn) | . | . | 0 | 7 | . | -18 | . | 0
Cc1ccc(NS(=O)(=O)c2cc(C(=O)N(C)C3CCN(C)CC3)ccc2Cl)cc1Cl | -5 | -2 | -3 | 3 | 0 | 14 | 3 | 15
CCOC(=O)c1[nH]c2ccccc2c1NC(=O)NC(C)C | 7 | 7 | -3 | 28 | . | -1 | 0 | 12
Cc1ccc(S(=O)(=O)N(C)C[C@@H]2OCCCC[C@@H](C)Oc3ccc(NC(=O)Nc4cccc5ccccc45)cc3C(=O)N([C@@H](C)CO)C[C@@H]2C)cc1 | 2 | 0 | 27 | -13 | . | 23 | -2 | 13
CC(C)NC(=O)N1[C@H](CO)[C@@H](c2ccccc2)C12CN(Cc1ccc(Cl)cc1)C2 | -6 | . | . | 16 | . | -6 | . | -13
CCN(CC)S(=O)(=O)c1ccc(N2CCCC2)c(C(=O)OCC(=O)N2CCCC2)c1 | 0 | 7 | -3 | 6 | 4 | -9 | -2 | -3
CN(Cc1ccccc1)C(=O)COC(=O)c1cc(S(=O)(=O)N(C)C)ccc1N1CCCC1 | 2 | . | 2 | 13 | . | -28 | . | -15
COCC(=O)N(C[C@@H]1N[C@H](CO)[C@H]1c1ccc(C2=CCCC2)cc1)C(C)C | 6 | -2 | 9 | -23 | -38 | -6 | -3 | -3
O=C(C[C@@H]1CC[C@@H]2NC[C@@H](O)COC[C@H]2O1)NCc1ccc(Oc2ccccc2)cc1 | -5 | -1 | 3 | 7 | 22 | 0 | 2 | -3
COc1ccc(NC(=O)Nc2ccc3c(c2)CC(=O)N([C@@H](C)CO)C[C@H](C)[C@@H](CN(C)C(=O)NC(C)C)O3)cc1 | 6 | 16 | 6 | -23 | 24 | 2 | 7 | -3
COc1cc(NS(=O)(=O)c2ccc(NC(=S)NC(=O)CC(C)C)cc2)nc(OC)n1 | 2 | -2 | 4 | -2 | -11 | . | 7 | .
COc1ccccc1NS(=O)(=O)c1cc(NC(=O)Nc2ccccc2)ccc1N1CCCCC1 | . | -1 | . | 52 | . | -3 | 2 | 2
CCCc1cc(=O)[nH]c(SCCc2ccccc2)n1 | 7 | 3 | 2 | -18 | -8 | 3 | -7 | -13
C[C@H]1CN([C@@H](C)CO)C(=O)c2cccc(NC(=O)Nc3ccc(F)cc3)c2O[C@H]1CN(C)Cc1ccc(Cl)c(Cl)c1 | -5 | -3 | 6 | . | -13 | -40 | -4 | 12
CCOc1ccc(NC(=O)CSc2nccn(-c3ccc4c(c3)OCCO4)c2=O)cc1 | . | . | 4 | -22 | 16 | -8 | . | -9
Fc1ccccc1Cc1noc(CN2CCN(Cc3ccc4c(c3)OCO4)CC2)n1 | . | 4 | 1 | -2 | 6 | -23 | 5 | -13
CCOc1ccc(-c2noc(CCCC(=O)NC3CCCC3)n2)cc1OC | -6 | 0 | 0 | -54 | 19 | 0 | -3 | 5
Cc1cccc(-c2cc3nc(C)cc(C)n3n2)c1 | 4 | . | . | -110 | -3 | 13 | . | -79
O=C(NC1CCCC1)C(c1ccccc1)N(Cc1ccccc1)C(=O)c1csnn1 (stereo not drawn) | . | -6 | 0 | -6 | 8 | -32 | 1 | -6
O=C(COc1ccc(Br)cc1)N(Cc1nnc(-c2ccccc2Cl)o1)C1CC1 | -3 | 0 | . | -3 | 10 | . | -1 | .
COc1cc(-c2nnc(Sc3ccc(C(F)(F)F)cc3[N+](=O)[O-])o2)cc(OC)c1OC | 7 | -6 | -2 | . | 2 | -7 | -1 | .
COc1ccccc1NC(=O)CSc1n[nH]c(-c2ccco2)n1 | 2 | -1 | -2 | -11 | -1 | 10 | 3 | -11
Cc1nc2c(-c3ccccc3)c(C)nn2c(C)c1CCC(=O)O | -11 | 2 | -9 | -4 | -7 | . | -3 | -2
CN(C)C(=O)C[C@@H]1C=C[C@H](NC(=O)C2CCC2)[C@H](CO)O1 | -6 | -1 | 10 | 3 | -13 | 10 | -32 | 5
C[C@@H]1CN([C@H](C)CO)S(=O)(=O)c2ccc(C3=CCCC3)cc2O[C@@H]1CN(C)Cc1cccnc1 | -3 | 1 | 5 | 30 | -7 | 17 | -1 | -4

Given with values under each structure: part of the list above
Under each structure: PGC1a acetyl inh	Cneo AK release	ARNT-TACC3 inh	PAX8 inh HTS	Statin myotox sup	INS-1E GSIS act	PglD DTNB	LGR2 inh
Cc1cccc(-c2cc3nc(C)cc(C)n3n2)c1
  4	.	.	-110	-3	13	.	-79
O=C(NC1CCCC1)C(c1ccccc1)N(Cc1ccccc1)C(=O)c1csnn1 (stereo not drawn)
  .	-6	0	-6	8	-32	1	-6
O=C(COc1ccc(Br)cc1)N(Cc1nnc(-c2ccccc2Cl)o1)C1CC1
  -3	0	.	-3	10	.	-1	.
COc1cc(-c2nnc(Sc3ccc(C(F)(F)F)cc3[N+](=O)[O-])o2)cc(OC)c1OC
  7	-6	-2	.	2	-7	-1	.
COc1ccccc1NC(=O)CSc1n[nH]c(-c2ccco2)n1
  2	-1	-2	-11	-1	10	3	-11
Cc1nc2c(-c3ccccc3)c(C)nn2c(C)c1CCC(=O)O
  -11	2	-9	-4	-7	.	-3	-2
CN(C)C(=O)C[C@@H]1C=C[C@H](NC(=O)C2CCC2)[C@H](CO)O1
  -6	-1	10	3	-13	10	-32	5

The list goes on.
SMILES | PGC1a acetyl inh | Cneo AK release | ARNT-TACC3 inh | PAX8 inh HTS | Statin myotox sup | INS-1E GSIS act | PglD DTNB | LGR2 inh
COc1cc(OC)c2c(-c3cccc(-c4ccc(N(C)C)cc4)c3)cc(=O)oc2c1 | -9 | 0 | 4 | 77* | -33 | 12 | 0 | -6
CN(C)CC(=O)N[C@@H]1CC[C@@H](CCNS(=O)(=O)c2ccccc2)O[C@@H]1CO | 4 | 0 | -9 | -9&-18 | -3 | 1&-4 | -2 | 24&1
C[C@H](CO)N1C[C@H](C)[C@@H](CN(C)CC2CCOCC2)Oc2ncc(C#CCC3CCCC3)cc2C1=O | 8 | -3 | 0 | . | -7 | -2 | 3 | -6
CC(C)NC(=O)N[C@@H]1CC[C@H](CC(=O)NCCN2CCCC2)O[C@@H]1CO | 6 | 1 | -2 | 1 | -3 | 2 | 0 | 11
COc1cc(OC)cc(C(=O)O/N=C(\N)c2ccccn2)c1 | 10 | -2 | . | -11 | . | . | -6 | .
CSc1nnc2c(=O)[nH]c(=O)n(C)c2n1 | 15 | 5 | 4 | -8 | -1 | 10 | 5 | 7
CC(=O)C[C@@H](O)CC(=O)[C@@H]1OC(=O)CCCCCCCCc2ccccc21 | 8 | -1 | . | 21 | 125* | -51 | -4 | -9
O=S(=O)(N1CCCCC1)N1CCNCC1 | -9 | 1 | 0 | . | 1 | 1 | -3 | 7
CC1C(=O)Nc2ccccc2N1C(=O)c1ccc(F)cc1 (stereo not drawn) | -22 | 4 | 3 | 13 | -5 | 2 | -5 | 4
CCCC(=O)NC(c1ccc(Cl)cc1)c1ccc2cccnc2c1O (stereo not drawn) | 31 | 2 | 20 | 85* | -67 | -28 | 1 | 31
Cn1cc(C(=O)c2ccc(Cl)cc2Cl)cc1C(=O)N/N=C(\N)COc1cccc(C(F)(F)F)c1 | -12 | -2 | -3 | . | -30 | . | 0 | .
C#Cc1cccc(C(=O)N2CCCC(C(=O)c3ccc(OC)cc3C)C2)c1 (stereo not drawn) | -3 | -3 | -1 | -17 | 11 | 0 | 2 | -7
CCC(C)(C)n1nnnc1C(c1cc2cccc(C)c2[nH]c1=O)N1CCCC1 (stereo not drawn) | -3 | 1 | 4 | . | -8 | 25 | 7 | -3
CC(=O)c1cccc(NC(=O)COC(=O)CCC(=O)c2cccs2)c1 | . | 3 | -19 | -17 | 1 | -2 | 1 | 0
